FBA Mtb inh = inhibitors of M. tuberculosis fructose-bisphosphate aldolase; AID 588726; 360,000 tested, 2.3% active; P9WQA3; purified M. tuberculosis FBA, fluorescence read-out; inhibition, % at 1 µM; in the data active means inhibition above about 27%;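 further: 0% = vehicle and 100% = reference inhibitor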
Target sequence (P9WQA3 whole entry, looked up): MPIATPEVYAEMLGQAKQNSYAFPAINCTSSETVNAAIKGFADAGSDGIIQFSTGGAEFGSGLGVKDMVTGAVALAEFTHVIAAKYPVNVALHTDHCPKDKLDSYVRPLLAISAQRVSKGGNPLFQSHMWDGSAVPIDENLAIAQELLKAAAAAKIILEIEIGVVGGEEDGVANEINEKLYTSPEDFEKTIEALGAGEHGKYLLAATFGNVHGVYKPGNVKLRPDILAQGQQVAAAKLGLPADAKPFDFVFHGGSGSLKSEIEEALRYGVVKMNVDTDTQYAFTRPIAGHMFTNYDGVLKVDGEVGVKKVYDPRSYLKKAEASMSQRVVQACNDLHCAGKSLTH
FadD28 FP inh = blocks FadD28 binding to the bisubstrate probe | AID 588549 | 360,000 tested, 0.22% active | inhibition, % at 12.5 µM | fluorescence polarization; in the data active means inhibition above about 8.5%, passing the limit was not always enough; inconclusive means no clear call, values can overlap the other calls
BoNT F protease = blocks Botulinum neurotoxin F light chain protease; Multiplex microsphere protease cleavage assay, flow cytometry; inhibition, % at 10 µM; 360,000 tested, 0.22% active; AID 588497; in the data active means inhibition above about 35%, passing the limit was not always enough; inconclusive means no clear call, values can overlap the other calls; further: plate controls were buffer without enzyme for full effect and enzyme alone for no effect
BoNT-A LC inh2 = BoNT A light chain protease inhibition; multiplex microsphere protease substrate cleavage, flow cytometry; inhibition, % at 10 µM; 360,000 tested, 0.17% active; in the data active means inhibition above about 30%; inconclusive means no clear call, values can overlap the other calls; further: plate controls were buffer without enzyme for full effect and enzyme alone for no effect
PrPC surface inh = reduces human prion protein on the cell surface; inhibition, % at 13.8 µM; AID 720596; cell surface PrPC, TR-FRET read-out; 370,000 tested, 0.43% active; P04156; in the data active means inhibition above about 24%; further: 0% = median of the test wells and 100% = reference compound wells
CCHFV vOTU inh = blocks the CCHF virus ovarian tumor domain protease; 370,000 tested, 0.55% active; CCHFV vOTU protease, Pep-AMC fluorescence; inhibition, % at 11.5 µM; AID 651958; further: 0% = vehicle wells with enzyme and 100% = no enzyme wells
GDH-TPI inh = GDH-TPI coupled enzyme inhibition counter-screen; GDH-TPI coupled enzyme counterscreen, NADH absorbance; inhibition, % at 4.8 µM; 360,000 tested, 1.2% active; AID 588335;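 further: 0% = DMSO wells and 100% = wells lacking the enzyme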
Mtb BioA inh = inhibitors of Mycobacterium tuberculosis BioA enzyme; purified M. tuberculosis BioA enzyme, plate reader; inhibition, % at 9.99 µM; 360,000 tested, 0.096% active; AID 602481; in the data active means inhibition above about 40%; inconclusive means no clear call, values can overlap the other calls
UGM FP inh = inhibitors of M. tuberculosis UDP-galactopyranose mutase; inhibition, % at 10 µM; 320,000 tested, 0.06% active; AID 504406; P9WIQ1; purified UGM, fluorescence polarization probe displacement; in the data active means inhibition above about 10%, passing the limit was not always enough; inconclusive means no clear call, values can overlap the other calls
Target sequence (P9WIQ1 whole entry, looked up): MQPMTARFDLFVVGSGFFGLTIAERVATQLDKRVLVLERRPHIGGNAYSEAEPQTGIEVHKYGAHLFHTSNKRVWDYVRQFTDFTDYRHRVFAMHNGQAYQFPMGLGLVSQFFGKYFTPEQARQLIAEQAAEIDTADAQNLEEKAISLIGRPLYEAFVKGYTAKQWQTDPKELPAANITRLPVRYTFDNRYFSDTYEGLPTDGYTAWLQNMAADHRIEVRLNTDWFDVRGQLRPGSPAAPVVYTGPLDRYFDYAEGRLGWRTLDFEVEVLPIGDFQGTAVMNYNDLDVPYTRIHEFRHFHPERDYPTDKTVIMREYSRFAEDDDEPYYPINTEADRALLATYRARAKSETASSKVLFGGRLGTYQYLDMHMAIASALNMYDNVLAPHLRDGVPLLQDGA
* hit, by the source's call; u = inconclusive; x = no result given. Unless noted, no stated cut-off is given here; in the data, active means inhibition above about 30%; inactive means the rest.

SMILES | FBA Mtb inh | FadD28 FP inh | BoNT F protease | BoNT-A LC inh2 | PrPC surface inh | CCHFV vOTU inh | GDH-TPI inh | Mtb BioA inh | UGM FP inh
O=C(CN1CCN(Cc2ccc3c(c2)OCO3)CC1)NCC(F)(F)F | -4 | -4.6 | 11 | -0.5 | -3 | -1 | 15 | -0.5 | 0.8
COc1cc(NC(=O)COC(=O)c2ccc(S(=O)(=O)N3CC(C)CC(C)C3)cc2)c(C)cc1[N+](=O)[O-] (stereo not drawn) | 2 | -1.8 | -1 | -0.5 | x | x | 14 | -2.0 | 5.7
Cc1ccnn1CCC(=O)N1CCCC(Nc2ccc(C(C)C)cc2)C1 (stereo not drawn) | 3 | -4.9 | -8 | 0.6 | 14 | 1 | -12 | 0.9 | x
COCCOc1ccc(C(F)(F)F)cc1NC(=O)CN1C(=O)NC(C)(c2ccc3c(c2)OCO3)C1=O (stereo not drawn) | 2 | -2.1 | 4 | -0.2 | -4 | 31* | 3 | x | 5.3
CCCSc1nc2cc(S(=O)(=O)N3CCOCC3)ccc2n1CC | -3 | -3.9 | 2 | 2.0 | 4 | 15 | 1 | 1.4 | -2.0
COc1ccc(N2CSC3=C(C#N)C(c4cccs4)CC(=O)N3C2)cc1 (stereo not drawn) | -2 | -3.8 | 5 | 1.4 | -1 | 0 | -2 | 1.1 | -0.6
Cc1nn(CC2CC2)c(=O)n1-c1cccc(Cl)c1 | 1 | -3.0 | 0 | -0.6 | 4 | 6 | -9 | -0.8 | -3.0
O=C(CN1C(=O)CSc2ncccc21)N1CCOCC1 | 0 | 1.1 | 6 | 0.7 | 2 | -1 | 7 | -2.0 | 3.2
COc1ccc(C2C3=C(CC(C)(C)CC3=O)N(C)C3=C2C(=O)CC(C)(C)C3)cc1OC | -3 | -0.6 | u | 0.8 | -7 | -9 | 14 | -0.9 | -0.4
Cc1cc(NC(=O)CN2C(=O)NC(Cc3ccccc3)C2=O)no1 (stereo not drawn) | 1 | 1.0 | 3 | -1.3 | -4 | 3 | 8 | 1.3 | 0.5
Cc1nc(-c2ccccc2)sc1C1(C)CC(c2cccc(F)c2)=NO1 (stereo not drawn) | 1 | -1.7 | -1 | 0.4 | -4 | -7 | 8 | -0.9 | -2.5
O=C(CSc1nc2ccccc2[nH]1)Nc1ccc2c(c1)OCCO2 | 3 | 0.0 | -4 | -0.6 | -3 | 3 | 9 | 1.7 | 1.2
COc1ccc2[nH]c(=O)c(CN(C)C(=O)c3cccs3)cc2c1 | 11 | -1.2 | -4 | -0.9 | -1 | -10 | 11 | -0.2 | 1.7
COc1ccc(N2CCN(C(=O)COc3ccc4c(C)cc(=O)oc4c3C)CC2)cc1 | 3 | -2.7 | -3 | -0.2 | -3 | 8 | 5 | 3.7 | 2.6
Cc1nnc(NC2(C(F)(F)F)C(=O)Nc3c2c(=O)n(C)c(=O)n3C)s1 (stereo not drawn) | -1 | -1.4 | -6 | 0.8 | -6 | -1 | 10 | -0.1 | -3.3
CCOc1ccc(CC(=O)Nc2ccc(-c3ccc4nnc(C)n4n3)cc2)cc1 | 6 | -6.7 | 1 | 0.2 | -23 | -1 | 10 | -0.4 | 0.6
CC(=O)Nc1c(C)ccc2nsnc12 | -2 | -3.7 | -8 | -0.1 | -12 | 4 | -4 | x | -2.9
CC(=O)C1=C(O)C(=O)N(CCCn2ccnc2)C1c1ccc(C)cc1 (stereo not drawn) | -2 | -2.8 | -5 | -0.5 | 2 | 3 | 4 | 2.0 | -0.8
O=C(COC(=O)CCC(=O)c1cccs1)NC1CCCCC1 | 2 | -1.3 | 5 | 2.9 | -3 | 1 | 6 | x | x
COc1ccc(-c2noc(CCC(=O)Nc3ccc4c(c3)OCCO4)n2)cc1 | 7 | -2.7 | 6 | -0.5 | 17 | 3 | -1 | -0.6 | -1.5
CC(C)(C)c1ccc(/C=N/NC(=O)c2ccccn2)cc1 | 1 | -2.1 | -2 | -0.8 | 5 | 4 | 10 | x | 0.5
CCCOc1ccc(C(=O)Nc2ccc(S(=O)(=O)NC3=NCCCCC3)cc2)cc1 | 0 | -3.8 | x | x | 2 | 2 | 7 | -1.2 | 2.5
NC(N)=Nc1nc2ccc(Br)cc2c(=O)[nH]1 | 3 | -1.1 | -3 | -0.6 | 11 | 2 | 2 | x | -6.9
CCc1ccccc1NC(=O)CN1CCN(CC(=O)Nc2ccc(-c3ccccc3)cc2)CC1 | 2 | -1.5 | 5 | 1.1 | 7 | 7 | 4 | x | 3.1
COC(Cc1nnc(SC)n1-c1ccc(Cl)cc1)OC | 1 | -1.5 | 2 | 0.8 | -5 | -4 | 3 | 0.5 | -3.9
CC(=O)[C@@]1(O)Cc2c(O)c3c(c(O)c2[C@H](O[C@H]2C[C@H](N)[C@H](O)[C@H](C)O2)C1)C(=O)c1ccccc1C3=O | -3 | 74* | -30 | 3.1 | -1 | 14 | 2 | -94 | x
S=C(NCc1ccccc1)Nc1cccc2ccccc12 | 8 | -3.8 | -16 | -2.5 | 2 | 9 | 6 | -2.0 | 1.6
Cc1cc(C)c2c(=O)[nH]c(SCC(=O)c3ccc(C)c(C)c3)nc2n1 | -1 | -0.9 | -2 | 0.7 | -2 | -11 | -3 | x | 1.3
CCCn1c(C(C)C)n[nH]c1=S | 0 | 0.4 | 7 | -1.7 | 4 | 9 | 10 | x | -0.3
Cc1ccc(OC(=O)CCS(=O)(=O)c2ccc(C)cc2)cc1 | 1 | -1.0 | -12 | -1.6 | 7 | 7 | 3 | 0.2 | 0.9
Cc1cccc(CS(=O)(=O)Cc2ccc(C(=O)NCc3ccco3)o2)c1 | 1 | -0.7 | 9 | 0.0 | 1 | -1 | 0 | x | 2.0
COc1ccc(OC)c(NC(=O)c2sc3nc(C)cc(C)c3c2N)c1 | 4 | -2.2 | 20 | 0.2 | 0 | -17 | 9 | 1.9 | 0.4
CN(C)C(=S)Nc1ccc2c(c1)OCO2 | 6 | -0.4 | -1 | 0.3 | 1 | -10 | 7 | x | 0.7
Cc1noc(C)c1S(=O)(=O)N(C)C[C@H]1Oc2ccc(NC(=O)C3CC3)cc2C(=O)N([C@H](C)CO)C[C@@H]1C | 0 | -0.2 | 4 | -0.4 | -1 | 2 | -10 | 1.4 | -5.1
CCOc1ccccc1NC(=O)C(c1ccccc1)N1CCN(CC(=O)N2CCOCC2)CC1 (stereo not drawn) | -2 | -2.4 | 3 | 1.0 | -10 | 1 | 4 | 2.1 | -1.6
Cn1cccc1-c1nc2ccccc2n1Cc1ccccc1 | 14 | -13 | u | 0.5 | 1 | 0 | 0 | 1.5 | 5.6
Fc1ccc(CSc2nnc(-c3cc4c(s3)-c3ccccc3CC4)o2)cc1 | 154* | -0.8 | -22 | 8.6 | 4 | -5 | 3 | x | -2.4
CC1=NC(=O)C(N=Nc2cccc(O)c2)N1c1ccccc1 (stereo not drawn) | -6 | 1.5 | -6 | -3.8 | -19 | -15 | 8 | x | -3.5
c1cc2c3c(cccc3c1)C(N1CCCCC1)=N2 | 1 | -3.1 | 23 | 2.2 | x | x | 2 | -2.0 | 2.9
COc1cc2nc(CN(C)Cc3ccc(SC)cc3)[nH]c(=O)c2cc1OC | -1 | -4.0 | -2 | 0.4 | -7 | -5 | -5 | 0.9 | -0.3
C/C(N)=C(/C#N)C(=O)COC(=O)c1ccc(C#N)cc1 | 13 | -2.5 | 1 | 0.2 | -6 | -14 | 2 | 9.1 | 0.6
CCOC(=O)CSc1nc(C)cc(C)n1 | -3 | -4.1 | -1 | 0.2 | -4 | 11 | -7 | 0.3 | 1.1
CC(C)(C)NC(=O)c1cccc(NC(=O)Cc2ccc(Br)cc2)c1 | 1 | -1.8 | -6 | -1.0 | 11 | -13 | -3 | -0.3 | -1.0
S=C1CSc2ccccc2N1 | 1 | 0.0 | -4 | -0.5 | 11 | 11 | 15 | x | 2.1
O=C(Nc1ccc(Cl)c(Cl)c1)c1ccc(Cn2c(=O)[nH]c3ccsc3c2=O)cc1 | 1 | 1.2 | -4 | -1.0 | -2 | 3 | 15 | -1.4 | -0.7
N#C/C(=N/Nc1ccc(OC(F)(F)F)cc1)C(N)=S | -21 | 3.2 | 3 | -0.1 | 26* | 14 | 10 | x | 1.8
CCOc1ccc2nc(NC(=O)CN3C(=O)NC4(CCCC4)C3=O)sc2c1 | 6 | 1.0 | -5 | 3.9 | 1 | -2 | 4 | x | 2.4
Cc1cn([C@H]2C[C@H](O)[C@@H](CNCc3cccn3-c3ccncc3)O2)c(=O)[nH]c1=O | -2 | -2.0 | -1 | -0.5 | 6 | 3 | 0 | -3.8 | x
CC(Cc1ccccn1)NC(=O)CCc1nnc(C2CCCCC2)o1 (stereo not drawn) | 2 | -1.3 | -5 | 0.1 | -1 | 1 | -4 | -0.7 | 1.1
CCCS(=O)(=O)Nc1cccc(-c2cn3c(n2)SCC3)c1 | 5 | -0.1 | 3 | 1.6 | 6 | -6 | 6 | 0.9 | -1.9

Going on with the list:
SMILES | FBA Mtb inh | FadD28 FP inh | BoNT F protease | BoNT-A LC inh2 | PrPC surface inh | CCHFV vOTU inh | GDH-TPI inh | Mtb BioA inh | UGM FP inh
CCc1ccc2nc(/N=C(\N)NC(=O)c3ccccc3)nc(C)c2c1 | 2 | -5.1 | u | 0.3 | 6 | -11 | -9 | -1.5 | -3.0
O=C(CSc1nnc(-c2ccncc2)n1Cc1ccco1)N1c2ccccc2Sc2ccc(Cl)cc21 | 2 | -4.2 | 2 | 0.0 | -6 | 6 | 11 | 1.2 | 0.3
CSc1nnc(C(C)c2ncc(C(F)(F)F)cc2Cl)n1C (stereo not drawn) | 0 | 0.8 | 0 | -0.4 | -4 | 3 | 3 | x | 0.4
COc1cc(/C=C/C(=O)OCC(=O)NC(=O)C2COc3ccccc3O2)ccc1OC(F)F (stereo not drawn) | 7 | -0.4 | -1 | 0.7 | 1 | -4 | 16 | 0.8 | -0.1
COC(=O)[C@]1(C)N[C@H](CN(C)C(=O)Nc2ccc(C)cc2)[C@@H]2C(=O)N(C)C(=O)[C@@H]21 | 2 | 0.2 | -8 | -0.1 | -4 | 1 | 11 | 0.4 | 0.8
CC(Sc1nnc(-c2ccco2)n1-c1ccccc1)C(=O)NCC1CCCO1 (stereo not drawn) | 1 | -0.6 | x | x | -11 | -4 | -3 | -1.2 | -2.4
CC(CCc1ccccc1)NC(=O)/C=C/c1ccc(Cl)cc1 (stereo not drawn) | 2 | -5.4 | 1 | -0.5 | 7 | 3 | 3 | -0.4 | 2.5
CC(=O)N(CCc1ccccc1C)Cc1cc2cc(C)ccc2[nH]c1=O | 6 | -2.9 | 31 | -2.4 | 6 | 1 | -10 | -1.7 | -2.2
O=C(c1cccnc1)n1nc(NCc2ccccc2)nc1NCc1ccccc1 | 1 | -2.7 | 4 | -0.7 | -1 | -1 | -16 | 2.4 | -0.3
CC(=O)c1c(C)[nH]c(C(=O)COC(=O)CNS(=O)(=O)c2ccccc2)c1C | 0 | -3.2 | -7 | 0.2 | -3 | 0 | 0 | 2.7 | 1.6
COC(=O)c1ccc(C(=O)OC)c(NC(=O)CSc2n[nH]c(N)n2)c1 | -2 | -2.3 | 2 | 0.2 | 5 | -1 | -8 | -2.3 | 0.6
CCN(CC)S(=O)(=O)c1ccc(S(=O)(=O)N2CCC(C(=O)NC3CCN(Cc4ccccc4)CC3)CC2)cc1 | -1 | -2.6 | 3 | -0.6 | x | x | 7 | 0.1 | 2.7

Three entries from above in a different format:
CC(=O)N(CCc1ccccc1C)Cc1cc2cc(C)ccc2[nH]c1=O
- FBA Mtb inh: 6
- FadD28 FP inh: -2.9
- BoNT F protease: 31
- BoNT-A LC inh2: -2.4
- PrPC surface inh: 6
- CCHFV vOTU inh: 1
- GDH-TPI inh: -10
- Mtb BioA inh: -1.7
- UGM FP inh: -2.2

O=C(c1cccnc1)n1nc(NCc2ccccc2)nc1NCc1ccccc1
- FBA Mtb inh: 1
- FadD28 FP inh: -2.7
- BoNT F protease: 4
- BoNT-A LC inh2: -0.7
- PrPC surface inh: -1
- CCHFV vOTU inh: -1
- GDH-TPI inh: -16
- Mtb BioA inh: 2.4
- UGM FP inh: -0.3

CC(=O)c1c(C)[nH]c(C(=O)COC(=O)CNS(=O)(=O)c2ccccc2)c1C
- FBA Mtb inh: 0
- FadD28 FP inh: -3.2
- BoNT F protease: -7
- BoNT-A LC inh2: 0.2
- PrPC surface inh: -3
- CCHFV vOTU inh: 0
- GDH-TPI inh: 0
- Mtb BioA inh: 2.7
- UGM FP inh: 1.6

From PubChem BioAssay
